CCT modulator: High-Throughput Screening for Modulators of Cytosolic Chaperonin Activity. purified chaperonin ATPase assay, HTRF ADP detection, 30 min. activity change, % (concentration not given with the values), hits read low. 0.3% of 360,000 active; in the data active = activity change below about -30%; also: % is scaled to controls: 0 for no effect and ±100 for the full control effect
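ATPase activity: ADP formed was measured by HTRF Transcreener (665/615 nm ratio) after 30 min at 37 deg C with 10 uM ATP. Compounds screened at one 76 uM concentration against 40 or 20 nM TRiC in Tris pH 7.4/KCl/MgCl2/DTT buffer.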
Nrf2 activator: qHTS of Nrf2 Activators; Potency, µM (series often up to 46.1 µM), for inactives: at the top dose activation, most hits filed as activators; 0.31% of 410,000 active; AREc32 ARE-luciferase reporter (MCF7-derived line), luminescence, 24 h; AID 624171, 2012; also: potency is read from the fitted curve at half-maximal effect; % of control where 0% means no effect; nearly all actives have a fitted effect of over 65% in size
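AREc32 cells carrying an ARE-driven firefly luciferase, 1000 cells/well in OPTI-MEM with 5% FBS, dosed after overnight attachment and incubated 24 hr at 37 deg C. Steady-Glo luminescence read after 30 min at RT.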
Mm-Cpn inhibitor: Inhibitors of TCP-1 ring complex (TRiC) of Methanococcus maripaludis (MmCpn): qHTS | purified Mm-Cpn ATPase, ADP Transcreener TR-FRET | Potency, µM (doses to about 76.9 µM), for the others: at the top dose activity, negative = inhibition, most hits filed as inhibitors | 0.031% of 330,000 active; also: potency is read from the fitted curve at half-maximal effect; % is scaled to controls: 0 for no effect and ±100 for the full control effect; nearly all actives have a fitted effect of over 80% in size
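Quantitative HTS used 25 nM Mm-CPN and 10 uM ATP in magnesium/KCl Tris buffer, pH 7.4, with 1 mM DTT. Hydrolysis ran 30 min at 37°C; ADP was read by HTRF.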
Nrf2 inh: Nrf2 qHTS screen for inhibitors. Potency, µM (highest dose often 46 µM), for the others: at the highest dose activity change, negative = inhibition, actives largely listed as inhibitors. 2.1% of 360,000 active. A549 ARE-Fluc reporter, luciferase luminescence, 18-24 h; also: potency is read from the fitted curve at half-maximal effect; % is scaled to controls: 0 for no effect and ±100 for the full control effect; nearly all actives have a fitted effect of over 60% in size
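Cells were seeded and rested 2 h, then exposed to compounds for 18-24 h. CellTiter-Fluor was read first as a viability measure. BugLite was added 15 min before the final luminescent read of ARE-luciferase activity in A549 cells.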
TGFb inhibitor: qHTS for Inhibitors of TGF-b. HepG2 CAGA-GFP TGF-b/SMAD3 reporter, GFP fluorescence, 18 h; TGF-beta stimulated, 500 pg/mL final. Potency, µM (titrated, usually from 46.1 µM), without a hit: top-dose activity, negative = inhibition, actives largely listed as inhibitors. 1.2% of 410,000 active; also: potency is read from the fitted curve at half-maximal effect; % is scaled to controls: 0 for no effect and ±100 for the full control effect; nearly all actives have a fitted effect of over 65% in size
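Read-out: total well GFP (ex488/em500-530) summed from mean per-cell fluorescence. Cells: HEPG2 CAGA-GFP, 1% FBS DMEM, 18 h at 37 degrees C with 500 pg/mL final TGF-beta. Unstimulated wells served as the full-inhibition control; stimulated DMSO wells = 0%.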
Akt phos inh: HTS Assay for Inhibitors of Akt Phophorylation: Primary Screen. Neuro2A IGF-stimulated pAkt S473 HTRF, 20 min; hits give low values. activity change, % for hits at 50 µM. 0.32% of 360,000 active. AID 651550, 2012; in the data active = activity change below about -80%; inconclusive = mostly about -51% to -80%; also: % is scaled to controls: 0 for no effect and ±100 for the full control effect
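Neuro2A cells (4,500/well, DMEM with 0.5% FBS) were treated with compound at a single 50 µM final concentration, stimulated with 6 nM IGF for 20 min at 37 °C, and lysed. Phospho-Akt Ser473 was read by HTRF as 665/615 ratio ×10^4.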
A549 viability: Nrf2 qHTS screen for inhibitors: counterscreen for cytotoxicity; A549 ARE-Fluc cells, CellTiter-Fluor viability, 18-24 h; 0.16% of 390,000 active; Potency, µM (doses to about 46 µM), for the others: at the highest dose activity change, negative = cytotoxicity, most hits filed as inhibitors; also: potency is read from the fitted curve at half-maximal effect; % is scaled to controls: 0 for no effect and ±100 for the full control effect
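A549 ARE-Fluc cells in 5% FBS OPTI-MEM, 5000 cells/well, rested 2 h then exposed to compounds in concentration-response for 18-24 h at 37 °C. Viability by CellTiter-Fluor fluorescence (Ex 405/Em 525) after 30 min; luciferase luminescence (BugLite, 15 min, RT) read afterwards.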
HepG2 tox: qHTS for Inhibitors of TGF-b: Cytotox Counterscreen; AID 588856, 2011; 0.76% of 410,000 active; Potency, µM (highest dose often 46.1 µM), without a hit: at the highest dose activity change, negative = cytotoxicity, actives largely listed as cytotoxic; HepG2 CAGA-GFP viability, ATP luminescence, 18 h; also: potency is read from the fitted curve at half-maximal effect; some results filed as inactive show a strong effect at the top dose
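CellTiter-Glo luminescence gave cytotoxicity after 18 hours at 37 degrees C. The cells were HepG2 CAGA-GFP in 1% FBS DMEM, stimulated with 500 pg/mL TGF-beta after compound addition. %Activity was normalised to no-cell wells (complete cell-killing) and DMSO (no toxicity), and curves were fitted and classified.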
S2 tox: Viability Counterscreen for Primary qHTS for Inhibitors of ATXN expression; S2 cells (HEK-293 line with an ATXN2-luciferase reporter) viability, CellTiter-Fluor protease fluorescence, 24 h; Potency, µM (top dose mostly 56.7 µM), actives largely listed as cytotoxic; 0.49% of 400,000 active; also: potency is read from the fitted curve at half-maximal effect; nearly all actives have a fitted effect of over 40% in size
Numbers without * were called inactive; i = inactive; ? = inconclusive; nt = not tested or not shown; [ ] = remark or other dose. Unless noted, calls follow the shape of the dose curve; as a rule, active = well fitted curve in the direction sought with a large enough effect; inconclusive = small, poorly fitted or top-dose-only effect, or another doubt; inactive = no such curve, though single readings can be large; an effect the other way counts as inactive or inconclusive. Hits appear at their usual frequency. About 4.4% of those tested had a hit in this group.

SMILES | CCT modulator | Nrf2 activator | Mm-Cpn inhibitor | Nrf2 inh | TGFb inhibitor | Akt phos inh | A549 viability | HepG2 tox | S2 tox
COc1cc(NC(=O)C2CC(=O)N(CCc3ccccc3)C2)cc(OC)c1 (stereo unspecified) | -2.1 | 0.2% | -3% | -4% | -5% | i | 6% | 0% | i
CC(C)(C)c1ccccc1OCC(O)CN1CCN(c2ccccn2)CC1 (stereo unspecified) | 0.5 | 0.3% | -4% | -24% | ? | i | 1% | -64% | ?
COc1ccc(F)cc1-c1cc(C(=O)N2CCc3ccccc3C2)[nH]n1 | 1.3 | 3.3% | nt | nt | -27% | i | nt | -30% | i
CCOC(=O)N1CCC(C(=O)NNC(=O)c2ccc(Cl)cc2Cl)CC1 | 0.5 | -0.8% | 0% | -11% | 7% | i | 2% | 2% | i
CCOC(=O)CC(=O)CSc1nc2c(cc1C#N)CCCCC2 | -1.3 | 2.9% | -10% | 27% | 3% | i | 8% | -16% | i
COc1ccc(NC(=O)Cc2ccccc2F)cn1 | -1.8 | 2.4% | 3% | 7% | 7% | i | 6% | 2% | i
COc1nnc(-c2ccc(N3CCOCC3)c(NC(=O)c3ccco3)c2)c2ccccc12 | -2.9 | -0.4% | 0% | -20% | -16% | i | -2% | -1% | i
COc1cc(C=NCC2OCCc3ccccc32)cc(OC)c1 (stereo unspecified) | -2.8 | -0.5% | 1%[15.4 µM] | 5% | -1% | i | 2% | 13% | ?
Cc1nc2c(-c3ccccc3)c(C)nn2c(C)c1CCC(=O)NCCc1ccccc1 | nt | 1.0% | nt | ? | ? | nt | -9% | -7% | i
CCc1cnccc1CCC(=O)Nc1ccccc1C | -3.0 | -0.2% | nt | -41% | 2% | i | -2% | 4% | ?
Cc1ccc(NC(=O)[C@@H]2CCCN2S(=O)(=O)c2ccccc2F)cc1 | 1.0 | -0.4% | 1% | -6% | -5% | i | 0% | -9% | ?
O=C(NC1CCCC1)C(c1cccnc1)N(C(=O)c1csnn1)c1ccccc1Cl (stereo unspecified) | -1.2 | -0.7% | 0% | 24% | 0% | i | -2% | -33% | i
Cc1ccc(NC(=O)c2nc(S(C)(=O)=O)ncc2N(Cc2ccco2)Cc2cccs2)c(C)c1 | nt | 2.7% | nt | 4% | ? | nt | 13% | -22% | i
COCCNC(=O)c1ccc2c3n(nc2c1)-c1ccc(C)cc1CO3 | -1.1 | 2.4% | -2% | ? | ? | i | -1% | -4% | i
CCc1nc2cccnc2n1-c1ccc(CC(=O)NC(C)CC)cc1 (stereo unspecified) | -1.8 | 0.0% | 1% | 7% | -2% | i | 7% | 0% | i
O=[N+]([O-])c1cccc(S(=O)(=O)N2CCCCC2)c1 | 0.8 | -0.7% | -1% | ? | 11% | i | 0% | -3% | i
O=C(CSCC(=O)NN=Cc1ccccc1)NN=Cc1ccccc1 | -0.7 | -0.2% | nt | -16% | -16% | i | 10% | 1% | i
Cc1ccc(C2C3=C(CC(C)(C)CC3=O)Nc3onc(C)c32)cc1 (stereo unspecified) | 1.4 | 2.5% | 0% | nt | ? | i | -8% | -2% | i
CC(=O)N1CCN(CCN=CC2=C(O)CC(c3ccc(Cl)cc3)CC2=O)CC1 (stereo unspecified) | 3.1 | -0.1% | -2% | 2% | 16% | i | -2% | -1% | i
Oc1[nH]c2ccccc2c1N=Nc1c(F)c(F)c(C(F)(F)F)c(F)c1F | 0.5 | 0.4% | -2% | -4% | -3% | i | -10% | -4% | i

Next part, overlapping the part above by 2 compounds.
SMILES | CCT modulator | Nrf2 activator | Mm-Cpn inhibitor | Nrf2 inh | TGFb inhibitor | Akt phos inh | A549 viability | HepG2 tox | S2 tox
CC(=O)N1CCN(CCN=CC2=C(O)CC(c3ccc(Cl)cc3)CC2=O)CC1 (stereo unspecified) | 3.1 | -0.1% | -2% | 2% | 16% | i | -2% | -1% | i
Oc1[nH]c2ccccc2c1N=Nc1c(F)c(F)c(C(F)(F)F)c(F)c1F | 0.5 | 0.4% | -2% | -4% | -3% | i | -10% | -4% | i
CCc1ccc(Nc2cc(C(=O)NCCCN3CCOCC3)c3ccccc3n2)cc1 | 1.2 | 4.1% | 0% | -32% | -5% | i | ? | 7.1µM* | ?
CC(CCc1ccccc1)N(C)CC(O)c1cccc([N+](=O)[O-])c1 (stereo unspecified) | 0.1 | -0.1% | 2% | 3% | 15% | i | -4% | 21% | i
CSc1nc(-c2ccco2)nn1C(=O)c1cccs1 | -0.4 | 2.1% | 0% | 21% | 4% | i | -1% | -29% | i
COC(=O)c1ccc2nc(-c3ccc(C)cc3)c(Cc3ccc(C)cc3)n2c1 | -1.5 | 11% | nt | nt | nt | i | nt | nt | ?
CCCc1nc2ccc(NC(=O)c3cccs3)cc2c(=O)n1Cc1ccccc1Cl | -6.6 | 1.0% | -2% | ? | -3% | i | -3% | -10% | i
CC(=O)Nc1ccccc1C | -2.6 | -1.0% | -1% | -1% | -3% | nt | 2% | -4% | i
O=C(CSc1nnc(NC(=O)c2ccco2)s1)Nc1ccc(F)cc1F | -0.5 | 0.5% | -2% | 18% | 6% | i | -3% | 16% | i
COc1cccc(CN2CCN(Cc3nc(C(C)C)cs3)CC2CCO)c1 (stereo unspecified) | 1.4 | 0.3% | -2% | ? | -7% | i | -3% | -1% | i
CC(c1ccccc1)C1CC(=O)N(c2ccc([N+](=O)[O-])cc2)C1=O (stereo unspecified) | 0.8 | -0.4% | -1% | -8% | 5% | i | -1% | -6% | i
Cc1ccc(-n2ncc(C(=O)NCCCN3CCN(c4cccc(Cl)c4)CC3)c2-n2cccc2)cc1 | nt | -1.4% | nt | 15% | ? | nt | 9% | -23% | nt
COc1cccc(-c2cc(C(F)(F)F)n3ncc(C(=O)OC(C)C)c3n2)c1 | nt | -0.2% | nt | -1% | -14% | nt | 1% | -5% | i
COc1ccccc1C(CNC(=O)c1cccc(NS(=O)(=O)c2ccc(C)c(F)c2)c1)N1CCCC1 (stereo unspecified) | 0.2 | 2.0% | -1% | -2% | -4% | i | -16% | -39% | ?
Cc1cc(=O)n2nc(N3CCCC(C(=O)NCCc4ccccc4)C3)sc2n1 (stereo unspecified) | -0.9 | -0.6% | 0% | 5% | 2% | i | 12% | -13% | i
O=C(COC(=O)CNC(=O)c1ccc(-c2ccccc2)cc1)NCc1ccco1 | 1.7 | 0.4% | -1% | -1% | 16% | i | 7% | 13% | i
Cc1cc(C)cc(C(=O)Nc2c3c(nn2C(C)(C)C)CS(=O)(=O)C3)c1 | -2.2 | -0.9% | -1% | -3% | -11% | i | 0% | -21% | i
CCOC(=O)/C(C#N)=C/c1c(N2CCN(c3ccccc3)CC2)nc2c(C)cccn2c1=O | -2.3 | 1.9% | 1% | ? | 3% | i | -9% | 0% | i
CSc1cnn(CCC#N)c(=O)n1 | -0.4 | -0.3% | nt | nt | nt | i | nt | nt | i
CCOC(=O)C1CCCN(C(=O)c2cc(Nc3ccc(OC)c(OC)c3)nc3ccccc23)C1 (stereo unspecified) | -1.8 | 9.0% | -2% | -25% | -4% | i | -15% | -20% | i
Cc1ccc2oc(=O)c3cnn(CC(=O)N4CCCCC4C)c3c2c1 (stereo unspecified) | -0.8 | 2.3% | -2% | 0% | -3% | i | 1% | -2% | ?
CC(C)c1cccc(OCCCCN(C)C)c1 | -3.4 | -0.8% | 3% | -1% | 7% | i | -7% | -5% | i
CC1(Cc2cc(Cl)ccc2C(F)(F)F)C(=O)Nc2cc(C(F)(F)F)ccc21 (stereo unspecified) | -1.1 | -1.9% | nt | nt | ? | i | nt | 18µM* | ?
O=C(CCC(=O)N1CCCC1)Nc1nnc(C(F)(F)F)s1 | -0.4 | -0.2% | -2% | -8% | 3% | i | 2% | -6% | i
CCOC(=O)N1CCN(C(=O)CSc2nc3c(cnn3-c3ccc(C)cc3)c(=O)[nH]2)CC1 | 0.8 | 2.8% | 2% | ? | 12% | i | -10% | 1% | nt
O=c1c2ccccc2nnn1Cc1ccccn1 | -2.0 | -0.1% | 0% | 7% | 22% | i | -2% | -20% | i
O=C(NCCNc1ccc([N+](=O)[O-])cc1)c1ccccc1F | 0.0 | 0.5% | -2% | -8% | 7% | i | -10% | -33% | i
CCN(CCCCCCN)c1ccc2c(=O)[nH][nH]c(=O)c2c1 | -1.6 | 0.2% | 0% | ? | 3% | i | -3% | 12% | i
COc1ccc(N(C(=O)c2snc(C(N)=O)c2N)C(C(=O)NC2CCCC2)c2ccco2)cc1OC (stereo unspecified) | -1.2 | -0.4% | -2% | 6% | 14% | i | 1% | 2% | i
CCOc1ccc(CCNC(=O)CCNC(=O)c2ccc(Br)cc2)cc1OCC | -1.7 | -0.5% | 0% | 4% | -1% | i | 3% | 0% | i
CC1CN(C(=O)CCC(=O)Nc2cc(F)ccc2F)c2ccccc2S1 (stereo unspecified) | nt | 6.3% | nt | -27% | 0% | nt | 15% | -15% | nt
CC(=O)N[C@@H](Cc1c[nH]c2ccccc12)C(=O)NCc1ccccc1 | 0.7 | -0.8% | -1% | -4% | -15% | i | -4% | -43% | i
CC1Sc2ccc(C(=O)NCc3cccc(C(F)(F)F)c3)cc2NC1=O (stereo unspecified) | -0.1 | 2.6% | 1% | ? | ? | i | -2% | -38% | i
COc1ccc2oc(C(=O)N(C)Cc3ccc(OC(F)F)cc3)c(C)c2c1 | -0.9 | 0.0% | 0% | 15% | ? | i | 10% | -28% | i

High-throughput results as filed in PubChem.
